# STAT1 blocker – inhibitors of IFN-gamma induced STAT1 signaling | NIH 3T3 STAT1-luciferase reporter, luminescence | inhibition, % at 5.5 µM | 0.35% of 200,000 active | AID 920;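 active = inhibition above a set limit, the mean inhibition across all tested compounds plus 3 SD, cut at about 34% in these data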;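 also: 0% = IFN-gamma with DMSO and 100% = IFN-gamma with 300 µM nifuroxazide; values of inactives mirror those of a sister screen read the other way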
# FLuc inhib CS – Photinus pyralis luciferase inhibition counter-screen | inhibition, % at 10 µM | 1.5% of 200,000 active | P08659 | AID 1006 | ATPLite firefly luciferase biochemical luminescence, 10 min;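 active = inhibition above about 50% when tested at 10 µM, limit read from the data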
# Target sequence (P08659 whole entry, looked up): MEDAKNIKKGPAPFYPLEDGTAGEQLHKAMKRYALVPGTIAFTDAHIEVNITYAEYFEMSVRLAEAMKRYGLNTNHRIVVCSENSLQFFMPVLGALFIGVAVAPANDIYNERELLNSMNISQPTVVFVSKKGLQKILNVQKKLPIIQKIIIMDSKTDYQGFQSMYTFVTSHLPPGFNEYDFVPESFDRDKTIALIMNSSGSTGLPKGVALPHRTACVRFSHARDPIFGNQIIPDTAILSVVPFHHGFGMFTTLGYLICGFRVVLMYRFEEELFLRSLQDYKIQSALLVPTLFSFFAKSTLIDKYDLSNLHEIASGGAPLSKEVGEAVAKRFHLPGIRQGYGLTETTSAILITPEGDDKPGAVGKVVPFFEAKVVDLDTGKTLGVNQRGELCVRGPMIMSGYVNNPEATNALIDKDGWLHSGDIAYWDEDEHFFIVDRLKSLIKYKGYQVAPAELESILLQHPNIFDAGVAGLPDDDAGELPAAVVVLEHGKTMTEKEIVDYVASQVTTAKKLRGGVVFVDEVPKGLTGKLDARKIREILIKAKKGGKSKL
# APP 5'UTR act – APP 5'UTR luciferase reporter activation; SH-SY5Y APP 5'UTR luciferase reporter, luminescence; zero percent = DMSO vehicle wells; activation, % at 2 µM; 1% of 190,000 active; AID 1276;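 active = activation above a set limit, based on mean plus 3 SD of controls, cut at about 140% in these data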; also: values of inactives mirror those of a sister screen read the other way
# Hsp70 act – Hsp70 transcriptional activation, primary screen; activation, % at 10 µM; 0.04% of 200,000 active; AID 1203; HeLa Hsp70 promoter luciferase reporter, luminescence; scaled: vehicle 0, proteasome-inhibitor control 100%;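 active = activation above the mean across all tested compounds plus 3 SD, cutoff set per campaign, cut at about 5.5% in these data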;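 also: 100% = MG132 at 30 µM as the positive control and 0% = DMSO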
# APP transl inh – APP translation inhibition; SH-SY5Y APP 5'UTR-luciferase reporter, luminescence; inhibition, % at 2 µM; 0.82% of 190,000 active;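 active = inhibition above a set limit, derived from the sample mean plus 3 SD, cut at about 45% in these data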; also: values of inactives mirror those of a sister screen read the other way
# STAT3 activator – increases IL-6 driven STAT3 reporter signal. U3A cells, IL-6 STAT3-luciferase reporter, luminescence; 100% = signal with IL-6 EC80 alone. activation (% of control), % at 5.6 µM. 0.91% of 190,000 active. AID 871;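 active = activation above the screen-wide mean of compound activation plus 3 SD, cut at about 130% in these data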;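 also: 0% = background luminescence of wells with medium and substrate only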
#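 Test system: human U3A cells carrying STAT3-luciferase construct; control set: IL-6-only wells as 100% reference; timing: compound pre-incubation 1 h before IL-6, then 6 h stimulation at 37 °C; also added: IL-6 stimulus at 33 ng/mL final; evaluation: % activation versus median of IL-6-stimulated wells; detection: reporter luminescence signal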
# STAT3 inh – reduces IL-6 driven STAT3 reporter signal | U3A cells, IL-6 STAT3-luciferase reporter, luminescence; host cell line lacks STAT1 | inhibition, % at 5.5 µM | 0.89% of 190,000 active | AID 862;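 active = inhibition above the mean inhibition across all screened compounds plus 3 SD, cut at about 44% in these data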;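 also: 0% = DMSO only wells and 100% = 100 µM nifuroxazide control wells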
# NF-kB neuron act – NF-kB expression increase, human neuronal cells; fold change at 12.5 µM; AID 1239; NF-kB reporter expression; stronger effect = higher value; 1.6% of 190,000 active; in the data active = fold change above about 3.3
# RAM network inh – blocks the yeast RAM network; S. cerevisiae dse1pr::URA3 reporter, 5-FOA growth OD615, 2 d; analog-sensitive cbk1-as2 kinase mutant strain; inhibition, % at 50 µM; 1.8% of 190,000 active;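 active = inhibition above a set limit, 3 SD over mean compound inhibition, cut at about 8.4% in these data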;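 also: 0% = DMSO-only wells with no growth and 100% = 10 µM 1-NA-PP1 full growth; inhibition rescues growth on 5-FOA so higher OD means more RAM inhibition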
# STAT1 activator – increases IFN-gamma driven STAT1 reporter signal; activation (% of control), % at 5.5 µM; AID 932; 2.6% of 200,000 active; NIH 3T3 STAT1-luciferase reporter, luminescence; 100% = IFN-gamma alone, no compound;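 active = activation above the screen-wide mean activation plus 3 SD, cut at about 130% in these data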;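 also: raw ratio to IFN-gamma control signal so 100% means no change and 0% no light; values of inactives mirror those of a sister screen read the other way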
# Active calls of the source: *; nt = not tested or not shown.
SMILES,STAT1 blocker,FLuc inhib CS,APP 5'UTR act,Hsp70 act,APP transl inh,STAT3 activator,STAT3 inh,NF-kB neuron act,RAM network inh,STAT1 activator
CC(C)(/C=N/NC(=O)CSCc1ccccc1Cl)CCC#N,-8,-6,-15,-0.2,15,103,1,1.1,0.3,107
COc1cc(Cl)c(C)cc1NC(=O)Cc1ccc(OC)c(OC)c1,-5,2,-14,0.0,14,92,15,1.1,2.2,102
N#CCCCSc1ncccc1-c1nc2ccccc2[nH]1,-2,nt,30,-0.3,-30,80,25,1,1.9,102
COc1ccc(OC)c(NC(=O)Nc2ccccc2C)c1,2,-5,6,0.1,-6,89,17,0.96,-0.1,98
CCN(CC)c1ccc(/C=N/NC(=O)Cc2cccs2)c(O)c1,-2,2,-64,-0.3,64*,94,5,2.1,0.4,104
CCc1nnc(NC(=O)CN2CCN(c3nc(-c4ccccc4)cs3)CC2)s1,7,-7,-3,-0.1,3,88,17,0.58,1.1,93
COc1ccc(C2=Nn3c(nnc3-c3ccccn3)SC2)cc1,3,-4,3,0.1,-3,85,19,1.2,2.0,98
O=C(CN1CCC(n2nnc3cc(F)ccc32)CC1)NNC(=O)c1ccccc1,10,-7,20,0.2,-20,93,18,1.4,3.1,91
CCOc1ccc2nc(NCCNC(=S)NCCCN(C)C)c(C#N)cc2c1,-2,-11,-7,-0.1,7,109,0,0.96,1.8,102
COc1ccc(OC(C)C(=O)Nc2ccc([N+](=O)[O-])cc2)cc1 (stereo not drawn),8,-6,-4,0.3,4,93,14,nt,1.9,93
COc1ccccc1NC(=O)CCNC(=O)Cn1ccc2ccccc2c1=O,3,-9,-15,-0.6,15,103,2,0.9,4.7,98
C=CCn1c(SCC(=O)NC2CCCCC2)nnc1C(C)NC(=O)c1cccs1 (stereo not drawn),2,-6,-5,-0.1,4,96,5,1.3,0.8,98
O=S(=O)(NCCNS(=O)(=O)c1ccc(F)cc1)c1ccc(F)cc1,2,-6,-1,-0.2,1,103,-7,0.98,2.1,98
CCOC(=O)c1ccc(NC(=O)CSc2nnc(Cc3cccs3)n2C)cc1,18,2,1,-0.5,-1,105,-3,1.4,2.2,83
Cn1nnnc1SCC(=O)c1ccc(Br)s1,-5,-5,15,0.1,-15,104,-1,1.4,2.1,105

# One compound at a time (already shown). Order of screens: STAT1 blocker, FLuc inhib CS, APP 5'UTR act, Hsp70 act, APP transl inh, STAT3 activator, STAT3 inh, NF-kB neuron act, RAM network inh, STAT1 activator
# CCc1nnc(NC(=O)CN2CCN(c3nc(-c4ccccc4)cs3)CC2)s1 reads 7, -7, -3, -0.1, 3, 88, 17, 0.58, 1.1, 93
# C=CCn1c(SCC(=O)NC2CCCCC2)nnc1C(C)NC(=O)c1cccs1 (stereo not drawn) reads 2, -6, -5, -0.1, 4, 96, 5, 1.3, 0.8, 98
# N#CCCCSc1ncccc1-c1nc2ccccc2[nH]1 reads -2, nt, 30, -0.3, -30, 80, 25, 1, 1.9, 102

# Next part:
SMILES,STAT1 blocker,FLuc inhib CS,APP 5'UTR act,Hsp70 act,APP transl inh,STAT3 activator,STAT3 inh,NF-kB neuron act,RAM network inh,STAT1 activator
O=C(Nc1ccccc1-c1nc2ccccc2s1)c1cccnc1,3,1,-9,-0.2,9,96,3,1.2,1.3,98
O=C1OCCC1Sc1nc2ccccc2n1Cc1ccccc1 (stereo not drawn),-3,-11,13,0.2,-12,88,18,1.1,-1.1,103
CCc1ccc(OCC(=O)OC2CCS(=O)(=O)C2)cc1 (stereo not drawn),2,-5,-10,0.0,10,101,4,0.94,1.1,98
Cc1ccc(-n2c(Cl)c(Cl)[nH]c(=O)c2=O)cc1,-1,-1,0,0.0,0,96,5,1,1.3,100
Cc1nnc(SCC(=O)Nc2ccc(N(C)C)cc2)n(N)c1=O,-15,0,2,0.0,-2,111,-4,0.99,2.0,114
COc1ccc(-n2c(C)cc(/C=C(\C#N)C(=O)NCc3ccco3)c2C)cc1,-13,-8,17,0.0,-17,104,-6,1,2.7,112
Cc1ccc(-c2nnc(N(C)C(=O)c3ccccn3)s2)cn1,-5,1,13,0.4,-14,83,25,1.2,0.8,105
Cc1ccc(S(=O)(=O)N(CC(=O)N2CCCCC2)c2cccc(C)c2)cc1,4,-5,0,0.0,0,108,-7,0.94,0.5,96
Cc1ccc(CNC(=O)CCNC(=O)c2ccco2)cc1,4,-9,0,-0.2,0,104,-2,1.2,0.1,97
CCn1c2ccccc2c2cc(/C=N/n3cn[nH]c3=S)ccc21,6,-4,5,-0.3,-5,95,10,0.94,-0.5,95
CCCOc1cccc(NC(=O)c2cc(C)oc2C)c1,7,-2,1,-0.1,0,87,22,1,0.8,94
COc1cc(OC)cc(-c2nnc(Nc3nc4c(F)cccc4s3)o2)c1,6,2,16,-0.3,-16,103,0,2.4,2.2,94
Cc1ccc(Nc2nnc(SCC(=O)Nc3cccc(S(=O)(=O)NC4=NCCCCC4)c3)s2)cc1,1,47,2,-0.3,-2,93,11,1.7,5.6,99
O=C(c1ccc(Cn2cc(Cl)cn2)cc1)N1CCN(c2ccccc2)CC1,3,-7,10,-0.2,-10,106,-4,1.2,0.0,97
O=C(CN1CCN(c2ccc([N+](=O)[O-])cc2)CC1)Nc1nccs1,1,-2,-21,-0.1,21,95,14,1.3,0.1,99
COc1ccccc1Nc1ncccc1C(=O)O,5,nt,-2,1.3,2,100,4,1.3,1.4,95
Cc1cc(C)c(C)c(S(=O)(=O)N2CCN(C(=S)NCC3CCCO3)CC2)c1C (stereo not drawn),2,-6,-11,-0.6,11,105,-1,0.94,2.2,96
COc1ccc(NC(=O)CCn2nc(C)cc2C)cc1,-7,-1,1,-0.2,-1,96,11,0.76,1.1,105
COc1cc2cccc(OC)c(=O)c2c(O)c1OC,-12,9,-7,-0.1,7,96,3,1.5,-0.1,111
Cc1ccc(N2C(=O)CC(NNc3nc4ccccc4s3)C2=O)cc1C (stereo not drawn),-9,-4,-10,-0.3,10,99,-1,1,4.4,108
CCOC(=O)Cn1nc(C)c(NC(=O)COc2ccc([N+](=O)[O-])cc2)c1C,3,-6,15,-0.1,-14,103,7,1.3,1.0,95
Cc1ccc(NC(=O)Cn2ccc([N+](=O)[O-])n2)cc1Cl,0,-6,-8,-0.2,8,84,22,0.9,1.8,99
Cc1ccc(S(=O)(=O)c2cc3c(=O)n4ccccc4nc3n(C)c2=N)cc1,-8,0,2,-0.3,-2,112,-7,0.8,-0.4,109
COc1ccc(C2(CNC(=O)Cc3ccccc3)CCCC2)cc1OC,3,-8,14,-0.1,-14,104,0,1,4.2,98
CCOc1ccccc1N1CCN(C(=S)NCc2ccco2)CC1,-2,-1,15,-0.1,-15,97,6,1,3.4,102
COc1ccc(/C(C)=N/NC(=O)c2ccc(N(C)C)cc2)cc1,-8,-4,8,-0.1,-8,102,6,1.1,2.7,107
CCOC(=O)c1c(-c2ccco2)csc1NC(=O)CSc1nnc(N)s1,-5,-5,-4,-0.4,4,98,4,1.3,10*,104
Cc1ccc(NC(=O)C(c2ccc(Cl)cc2)N2CCOCC2)cc1 (stereo not drawn),-1,-6,19,0.0,-19,108,3,1.1,1.2,100
O=C(c1ccc(F)cc1)N(c1ccccn1)C1CCCCC1,6,-1,-15,-0.1,15,96,12,0.93,1.0,92
CCSc1nnc(N(CCC(=O)O)CCC(=O)O)s1,6,1,-11,0.0,12,101,-1,1.3,0.5,94
O=C(O)CSC1CC(=O)N(c2ccc(Cl)c(Cl)c2)C1=O (stereo not drawn),3,-6,7,-0.3,-7,99,0,1.1,1.4,97
COc1ccccc1CN(C)C(=O)c1ccc2c(c1)NC(=O)CS2,3,-5,3,-0.2,-3,112,-8,0.81,-0.8,97
COc1ccc(CN2C(=O)NC3(CCCc4ccccc43)C2=O)cc1F (stereo not drawn),1,-6,-6,-0.1,6,103,-1,1.1,1.0,98
COc1ccc(C(=O)NCCn2ccc3ccccc32)cc1OC,-11,-3,7,-0.2,-6,106,-8,1.1,0.6,112
CCSc1nnc(CNc2ccc(C)cc2)n1C,-7,2,-5,-0.2,5,91,10,1.4,1.8,107
CCOC(=O)C1(CCc2ccccc2)CCN(Cc2cccc3nccnc23)CC1,18,-3,-22,-0.5,22,99,3,1.2,0.0,82
Cc1ccc(C)c(S(=O)(=O)n2cnc3ccccc32)c1,-5,1,5,-0.3,-5,100,4,0.89,1.9,105
O=C(/C=C/c1ccco1)N1CCN(C/C=C/c2ccccc2)CC1,3,-9,-7,-0.5,7,94,3,1,-0.6,97
CC(C)N1C[C@@]23C=C[C@@H](O2)C(C(=O)OCc2ccccc2)[C@H]3C1=O (stereo partly drawn),4,-2,-6,-0.2,6,93,10,1.3,2.0,96
Cc1ccsc1C(=O)Nc1cccc(S(=O)(=O)N(C)C)c1,8,-3,-10,-0.2,10,82,27,1.1,0.7,93
COCCN(C(=O)CCC(=O)Nc1cc(C)on1)C(C(=O)NC1CCCC1)c1ccccc1C (stereo not drawn),-6,-4,-13,-0.2,13,103,4,1,-0.2,104
Cc1nc2ncnn2c(N2CCN(C(=O)c3cccc(F)c3)CC2)c1C,7,-4,-11,-0.3,11,95,7,1,1.4,89
Cc1ccc(NC(=S)NC(=O)c2ccc(-c3ccccc3)cc2)c(C)c1,9,-3,7,-0.2,-7,99,9,1.2,8.7*,92
Cc1ccc(-c2c3c([nH]c(=S)c2C#N)CCCC3)o1,-4,1,-9,0.3,9,97,8,0.99,0.9,104
CCN(CCCCN1C(=O)c2ccccc2C1=O)c1ccc2c(c1)C(=O)N(C)C2=O,6,-10,6,0.1,-6,105,0,0.51,7.1,96
CCc1ccc(OCc2nnc(SCCN3CCOCC3)n2C)cc1,-1,1,8,-0.1,-8,119,-16,1.6,1.5,101
CCn1c(SCc2nc(-c3ccc(OC)c(OC)c3)no2)nnc1-c1cccs1,9,3,-1,-0.3,1,93,14,0.91,-0.4,92
COCCNc1cc(C)nc2ccccc12,5,-5,12,-0.2,-12,105,-4,1.3,1.0,95
CC(=O)Nc1ccc(SCC(=O)c2cc(C)n(-c3ccccc3)c2C)cc1,-45,27,99,-0.4,-99,61,44*,0.46,3.6,141*
O=c1c(CN2CCN(c3cccc(Cl)c3)CC2)coc2c(Cl)cc(Cl)cc12,-2,-9,8,-0.3,-8,96,9,1.1,1.3,102
CCN(CC)CCN1C(=O)C(=O)/C(=C(/O)c2ccc(C)cc2)C1c1ccncc1 (stereo not drawn),7,-3,14,0.1,-14,93,13,1.1,0.8,93
COc1ccc(C(=O)Nc2ccccc2C(=O)NC(C(=O)NCc2ccco2)C(C)C)cc1 (stereo not drawn),1,-1,2,-0.1,-2,97,7,1.4,1.2,99
CCOC(=O)c1[nH]c2ccc(OC)cc2c1NS(=O)(=O)c1ccc(Cl)s1,0,-8,8,-0.3,-8,94,11,0.96,0.9,100
C=CCSc1nnc(-c2ccc([N+](=O)[O-])cc2)o1,-27,14,16,0.0,-16,88,17,2.2,1.2,123
COc1ccc(CCNC(=O)c2cc(-c3ccncc3)nc3c(Cl)cccc23)cc1OC,-2,-9,9,-0.3,-9,101,4,0.66,0.0,99
Cc1cc(-c2nnc3n2N=C(C(C)(C)C)CS3)n[nH]1,-4,-3,2,-0.4,-2,96,7,1.1,0.3,103
Cc1nc(C)c(C)nc1C,nt,1,10,0.0,-10,nt,nt,nt,nt,nt

# Screening data deposited in PubChem by several laboratories.

# An unsorted share of the library. About 7.7% of those tested had a hit in this group.
